Compound activity as filed in PubChem.
Vif-A3G inh: blocks the Vif interaction with human APOBEC3G | Q9HC16 | 0.076% of 410,000 active | HeLa A3G-eYFP + Vif (tagged APOBEC3G with the HIV-1 protein that degrades it), YFP fluorescence, overnight | Potency, µM (highest dose often 46.1 µM), for the others: at the highest dose activity, negative = active, actives largely listed as inhibitors;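 also: nearly all actives have a fitted effect of over 60% in size; hits raise eYFP signal because A3G escapes Vif-driven loss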
Target sequence (Q9HC16 whole entry, looked up): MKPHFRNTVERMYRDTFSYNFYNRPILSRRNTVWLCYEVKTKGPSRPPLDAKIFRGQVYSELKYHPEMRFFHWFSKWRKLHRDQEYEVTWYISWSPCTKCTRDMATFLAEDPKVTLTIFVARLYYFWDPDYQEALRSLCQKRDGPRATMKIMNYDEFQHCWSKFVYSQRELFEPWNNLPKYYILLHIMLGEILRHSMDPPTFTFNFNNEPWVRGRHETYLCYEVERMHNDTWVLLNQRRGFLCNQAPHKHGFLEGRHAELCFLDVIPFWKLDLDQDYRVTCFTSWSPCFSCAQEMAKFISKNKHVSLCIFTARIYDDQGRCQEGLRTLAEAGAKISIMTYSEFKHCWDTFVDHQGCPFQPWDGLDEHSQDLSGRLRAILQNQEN
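HeLa cells stably expressing Vif and C-terminally eYFP-tagged A3G, seeded overnight at 37 deg C, then exposed to compound by pintool overnight at 37 deg C. Rise in yellow fluorescence (Ex 488/Em 500-530, Acumen) marks blocked Vif-driven A3G degradation.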
ALOX12 inh: blocks human arachidonate 12S-lipoxygenase | AID 1671190 | 1.1% of 580,000 active | purified 12hLO, xylenol orange hydroperoxide absorbance | Potency, µM (top dose mostly 108 µM), inactives show at the highest dose activity change, negative = inhibition, actives largely listed as inhibitors
Target sequence (P18054 whole entry, looked up): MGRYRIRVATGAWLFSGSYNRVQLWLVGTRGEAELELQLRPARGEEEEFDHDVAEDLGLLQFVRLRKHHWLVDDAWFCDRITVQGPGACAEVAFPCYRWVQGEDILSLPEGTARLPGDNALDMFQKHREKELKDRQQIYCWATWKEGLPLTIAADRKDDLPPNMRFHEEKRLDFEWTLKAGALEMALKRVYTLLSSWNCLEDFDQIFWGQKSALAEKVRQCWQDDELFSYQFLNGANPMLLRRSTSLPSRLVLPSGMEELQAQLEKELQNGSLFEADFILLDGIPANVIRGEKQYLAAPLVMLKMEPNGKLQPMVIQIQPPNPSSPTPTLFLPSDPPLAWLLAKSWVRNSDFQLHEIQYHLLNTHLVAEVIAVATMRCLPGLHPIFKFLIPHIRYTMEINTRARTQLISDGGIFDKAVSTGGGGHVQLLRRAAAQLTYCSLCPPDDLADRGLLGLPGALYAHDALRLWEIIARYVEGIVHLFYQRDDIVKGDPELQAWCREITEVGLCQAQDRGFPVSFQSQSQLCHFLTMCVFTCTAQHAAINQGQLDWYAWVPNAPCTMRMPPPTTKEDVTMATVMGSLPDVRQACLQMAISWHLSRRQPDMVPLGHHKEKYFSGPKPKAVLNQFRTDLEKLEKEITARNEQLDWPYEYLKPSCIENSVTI
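Purified human 12hLO (150 nM final) in 25 mM Hepes, 0.01% Triton X-100, pH 7.0 was preincubated 15 min at room temperature with compound. Then 40 uM arachidonic acid was added, 30 min. Hydroperoxide was read by Fe-XO absorbance ratio 573/405 nm.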
* hit, by the source's call; u = inconclusive. Calls follow the shape of the dose curve; as a rule, active = well fitted curve in the direction sought with a large enough effect; inconclusive = small, poorly fitted or top-dose-only effect, or another doubt; inactive = no such curve, though single readings can be large; an effect the other way counts as inactive or inconclusive. % is scaled to controls: 0 for no effect and ±100 for the full control effect; potency is read from the fitted curve at half-maximal effect. Not all compounds are listed; the hit share may differ from the screen's.

Preview (three entries):
smiles | Vif-A3G inh | ALOX12 inh
COCCNC(=O)c1cc2c(c(-c3cccc(-c4cc5ccccc5o4)c3)n1)[C@@H](CCO)N(S(=O)C(C)(C)C)C2 (some centres not stated) | -20% | u
COc1ccc(-c2nc3ccc(Cl)cn3c2Cc2ccccc2)cc1OC | -3% | -35%
C[C@H]1CN([C@@H](C)CO)C(=O)CCCn2cc(nn2)CO[C@@H]1CN(C)C(=O)Oc1ccccc1 | 1% | 5%

This part in full, repeating the preview:
smiles | Vif-A3G inh | ALOX12 inh
COCCNC(=O)c1cc2c(c(-c3cccc(-c4cc5ccccc5o4)c3)n1)[C@@H](CCO)N(S(=O)C(C)(C)C)C2 (some centres not stated) | -20% | u
COc1ccc(-c2nc3ccc(Cl)cn3c2Cc2ccccc2)cc1OC | -3% | -35%
C[C@H]1CN([C@@H](C)CO)C(=O)CCCn2cc(nn2)CO[C@@H]1CN(C)C(=O)Oc1ccccc1 | 1% | 5%
Cc1cc(F)cc(-c2cc(C(=O)NCc3ccco3)[nH]n2)c1 | -3% | -10%
COc1cccc(C(C)(O)c2nc(-c3ccoc3)cs2)c1 (configuration not stated) | 1% | u
CC(=O)c1ccc(OC2(C)CCN(CCOc3ccc(C)cc3)C2)cc1 (configuration not stated) | 3% | u
Cc1ccccc1CNC(=O)c1csc([C@H]2C[C@H](O)[C@@H](CO)O2)n1 | -1% | u
CCCNC(=O)C1(C)CCCN(Cc2ccc(C)cc2)C1 (configuration not stated) | 1% | 1%
Cc1cc(Br)cn2c(Cc3cccc(F)c3)c(-c3cccc(Br)c3)nc12 | -10% | u
CC1=C(C(=O)N(C(C)C)C(C)C)CC(CC(=O)NC(c2ccccc2)c2ccccc2)C(=O)N1Cc1ccc(F)cc1 (configuration not stated) | -4% | 0%
Cc1c(C(=O)NCc2ccc(F)cc2)sc(=O)n1Cc1ccc(C(=O)c2ccccc2)cc1 | -3% | -6%
Nc1ncnc2c1ncn2C1OC(CO)C2OC21 (configuration not stated) | -1% | 0%
Clc1ccc(-c2cnc3cccnn23)cc1 | -2% | u
CCc1nc2ccc(C(=O)Nc3ccc4c(c3)OCC(=O)N4)cn2c1N(CC)Cc1cccc(Br)c1 | -14% | -1%
CC1(C(=O)NS(=O)(=O)c2ccc(Cl)s2)CCN1C(=O)C1(c2ccccc2)CCCC1 (configuration not stated) | -3% | -26%
CC(C)(C)c1ccc(S(=O)(=O)NC(=O)C2(C)CCN2C(=O)Cc2ccccc2Cl)cc1 (configuration not stated) | 4% | u
O=C(/C=C/[C@H]1O[C@@H](n2ccc(=O)[nH]c2=O)[C@H](O)[C@@H]1O)NCc1ccccc1 | 0% | -12%
CCCCN(C=O)c1c(CC)nc2ccc(C(=O)N3CCN(S(=O)(=O)CC)CC3)cn12 | -5% | 2%
Cc1ccc(Cl)cc1-c1cc(C(=O)Nc2ccc(F)cc2)[nH]n1 | -13% | -1%
CC(O)(c1ccc(F)c(F)c1)c1nc(-c2ccccc2)cs1 (configuration not stated) | -14% | u

Reformatted as labelled records: entries from further up
CC(C)(C)c1ccc(S(=O)(=O)NC(=O)C2(C)CCN2C(=O)Cc2ccccc2Cl)cc1 (configuration not stated)
  Vif-A3G inh: 4% | ALOX12 inh: u

O=C(/C=C/[C@H]1O[C@@H](n2ccc(=O)[nH]c2=O)[C@H](O)[C@@H]1O)NCc1ccccc1
  Vif-A3G inh: 0% | ALOX12 inh: -12%

The list continues.
smiles | Vif-A3G inh | ALOX12 inh
CCOC(=O)C1(C)CCN1C(=O)c1ccc(N(C)C)cc1 (configuration not stated) | -3% | -33%
CCC(=O)N1CCC1(C)C(=O)NS(=O)(=O)c1cccc(C#N)c1 (configuration not stated) | 0% | u
CCOC(=O)C1CCCN(C(=O)c2ccc(F)c(C)c2)CC1 (configuration not stated) | 2% | -6%
CSc1ccc(NC(=O)C2(C)CCN2C(=O)c2ccccc2CCc2ccccc2)cc1 (configuration not stated) | -2% | -6%
O=C(Nc1ccccc1)c1cc(C2CCCCN2C(=O)c2ccc3c(c2)CCO3)on1 (configuration not stated) | -4% | -6%
O=C(NCc1cccnc1)c1cc(C2CCCN(S(=O)(=O)c3cccs3)C2)on1 (configuration not stated) | -3% | 28%
Cc1ccc(F)cc1C(=O)N1CCC1(C)C(=O)O (configuration not stated) | 0% | 1%
CNc1ncnc2c1ncn2[C@H]1CN(C2CCCC2)C[C@@H](CO)O1 | -4% | 9%
CN(C)C(=O)c1cccc(-c2ccc3nncn3c2)c1 | 1% | 9%
CC(C)CNC(=O)C1(C)CCCN1C(=O)CSc1ccccc1 (configuration not stated) | -1% | 9%
CCc1nc2ccc(C(=O)NCCN3CCNC3=O)cn2c1N(C)Cc1ccc(OC)cc1 | 2% | -14%
O=C(NCc1ccccc1)c1cc(C2CCCN(C(=O)CCCc3ccccc3)C2)on1 (configuration not stated) | 0% | 11%
CC1(C(=O)Nc2ccc3c(c2)OCO3)CCN1Cc1csc2ccccc12 (configuration not stated) | -2% | -9%
CNC(C)C(=O)NC(C(=O)NC(C)C(=O)Nc1cccc2ccccc12)C(C)C (configuration not stated) | -6% | -22%
COc1ccccc1Cc1c(-c2ccccc2)nc2ccc(Br)cn12 | -18% | u
CC(=O)c1cccc(-c2ccnc3c2CC(C(=O)NCc2cccs2)O3)c1 (configuration not stated) | u | 1%
Cc1cccnc1C(NC(=O)C1CCN(CCCc2ccccc2)CC1)c1ccc(F)cc1 (configuration not stated) | -3% | u
CC(=O)Nc1cc(-c2ccc(F)cc2)cn2c(-c3ccc(S(C)(=O)=O)cc3)cnc12 | -5% | u
CCCCNC(=O)C1(C)CCCCN1C(=O)c1sccc1C (configuration not stated) | 1% | 1%
CC(C)Cc1ccc(-c2cc3nc(NCCc4ccc(S(N)(=O)=O)cc4)ccn3n2)cc1 | -6% | u
CC1=C(C(=O)N(C(C)C)C(C)C)CC(CC(=O)NCCN2CCOCC2)C(=O)N1Cc1ccc(F)cc1 (configuration not stated) | 0% | 1%
COc1cccc(C(NC(C)=O)c2nc(-c3ccncc3)cs2)c1 (configuration not stated) | -1% | u
Cc1cn([C@H]2C[C@H](O)[C@@H](CCC(=O)NCc3cccs3)O2)c(=O)[nH]c1=O | 2% | -11%
CCCS(=O)(=O)NC(=O)C1(C)CCN(C(=O)c2ccc(C#N)cc2)C1 (configuration not stated) | 1% | 0%
O=C(NCc1ccncc1)C1Cc2c(-c3ccccc3Oc3ccccc3)ccnc2O1 (configuration not stated) | -24% | u
CCOC(=O)C1=CC[C@@H](c2ccc([N+](=O)[O-])cc2)N(S(=O)(=O)c2ccc(C)cc2)[C@H]1c1ccccc1 | -3% | -23%
NC(Cc1cnc[nH]1)c1csc(Nc2ccc(C(F)(F)F)cn2)n1 (configuration not stated) | 0% | -4%
CC1(C(=O)NCCc2ccccc2)Cc2c(-c3ccccc3)ccnc2O1 (configuration not stated) | u | 12%
CCc1nc2ccc(C(=O)Nc3ccc(C(=O)N(C)C)cc3)cn2c1N(C)CCCc1ccccc1 | -1% | 0%
OC(c1ccc(Cl)c(F)c1)c1ncc(-c2ccc(Oc3ccccc3)cc2)[nH]1 (configuration not stated) | -15% | u
CC1=C(C(=O)N(C(C)C)C(C)C)CC(CC(=O)NCc2ccco2)C(=O)N1CCCN1CCCC1=O (configuration not stated) | -1% | 0%
Cc1ccc(Cc2c(-c3cccc(Cl)c3)nc3ccc(Br)cn23)cc1 | -10% | u
COc1ccc(-c2cnc3c(NC(C)=O)cc(-c4ccc(S(C)(=O)=O)cc4)cn23)cc1OC | -5% | -6%
CCc1nc2ccc(C(=O)NCc3ccc4c(c3)OCO4)cn2c1N(C)Cc1ccc(OC)cc1 | -5% | 15%
CC(=O)NC1(C)CCC2CC1C(C)=NC2(C)C (configuration not stated) | -2% | 4%
CS(=O)(=O)c1ccc(Nc2nc(C(N)Cc3ccccc3)cs2)cc1 (configuration not stated) | -3% | 14%
CNc1cccc(-c2c(OC)cccc2OC)n1 | -2% | 5%
COCCNc1nc(Nc2ccccc2Cl)c2sc(-c3ccccc3)cc2n1 | -3% | 0%
Nc1c([N+](=O)[O-])cc2c3c(cccc13)CC2 | 6% | -2%
COc1ccc(-c2cncc3nccn23)cc1OC | -2% | -6%
CC(C)C[C@@H](CN1CCC[C@@H]1CN1C(=S)NC[C@@H]1Cc1ccc(O)cc1)N1C[C@H](Cc2ccc(O)cc2)N(CC2CCCCC2)C1=S | -4% | u
CCc1nc2c(OCc3ccc(F)c(F)c3)cccn2c1N(C)C(=O)c1ccc(C)cc1 | -6% | u
O=c1ccn([C@@H]2O[C@H](CNCc3cccn3-c3ccncc3)[C@@H](O)[C@H]2O)c(=O)[nH]1 | 3% | -17%
OC[C@@H]1CN(Cc2ccc(F)cc2)C[C@H](n2cnc3c(NCc4ccc(F)cc4)ncnc32)O1 | -1% | u
CC(=O)Nc1ccc(C(=O)N2CCCC(c3cc(C(=O)NCc4ccccc4)no3)C2)cc1 (configuration not stated) | 0% | -1%
CC(C)C(=O)N1CCCC1(C)C(=O)NCc1ccccn1 (configuration not stated) | 1% | 4%
CCCCn1nnnc1C(CCc1ccccc1)N1CCN(C/C=C/c2ccccc2)CC1 (configuration not stated) | -1% | -31%
CCNC(=O)C1(C)CCN(C(=O)c2ccc(F)cc2Cl)C1 (configuration not stated) | 0% | 18%
CCCc1nc2ccc(C)cn2c1Cc1cccc(Cl)c1 | -11% | u
O=C(Nc1ccccc1)c1cc(C2CCCCN2S(=O)(=O)c2cccs2)on1 (configuration not stated) | 0% | 3%
Cc1cccc(CN2CCN(C3CN(Cc4cn(Cc5ccccc5C(F)(F)F)nn4)S(=O)(=O)C3)CC2)c1 (configuration not stated) | -4% | u
CC(=O)Nc1cc(-c2cccc(C(=O)NCCN(C)C)c2)cn2c(-c3ccc(F)c(Cl)c3)cnc12 | 0% | u
Cc1cnc(C(=O)N(c2ccccc2)C(c2ccccc2)c2nc3ccccc3[nH]2)cn1 (configuration not stated) | -10% | -3%
COc1ccc(Cc2c(-c3ccccc3)nc3ccc(Br)cn23)c(C)c1 | -27% | u
COCCNc1nc2cc(-c3ccccc3OC)sc2c(=O)n1C | -4% | u
CCCCN1CC(N2CCN(C3CCN(C)CC3)CC2)CS1(=O)=O (configuration not stated) | -1% | 2%
Cc1cc(Cl)ccc1-c1nc(NCCN(C)C)nc2ccsc12 | -3% | -9%
NC(=O)c1cccc(-c2cccc3nccn23)c1 | -4% | 21%
O=c1ccn([C@@H]2O[C@H](CNCc3cccc4c3sc3ccccc34)[C@@H](O)[C@H]2O)c(=O)[nH]1 | 3% | 2%
CCCCN(C=O)c1c(CC)nc2ccc(C(=O)NCc3ccc4c(c3)OCO4)cn12 | -1% | -1%

3 successive records from above, quoted:
smiles | Vif-A3G inh | ALOX12 inh
CC(C)C[C@@H](CN1CCC[C@@H]1CN1C(=S)NC[C@@H]1Cc1ccc(O)cc1)N1C[C@H](Cc2ccc(O)cc2)N(CC2CCCCC2)C1=S | -4% | u
CCc1nc2c(OCc3ccc(F)c(F)c3)cccn2c1N(C)C(=O)c1ccc(C)cc1 | -6% | u
O=c1ccn([C@@H]2O[C@H](CNCc3cccn3-c3ccncc3)[C@@H](O)[C@H]2O)c(=O)[nH]1 | 3% | -17%

Additional results.
smiles | Vif-A3G inh | ALOX12 inh
CN(C)CCCNc1nc2cc(-c3ccsc3)sc2c(=O)n1C | -3% | -49%
Cc1ccc(Cl)cc1-c1cc(C(=O)NCc2cc(C(F)(F)F)cc(C(F)(F)F)c2)[nH]n1 | -3% | -13%
OC(c1ccc(F)cc1)c1nc(-c2ccccc2)cs1 (configuration not stated) | -3% | -8%
CCOP(=O)(OCC)C(Cc1ccc(OC)c(OC)c1)N=C(c1ccccc1)c1ccccc1 (configuration not stated) | -7% | -14%
OC[C@@H]1CN(Cc2ccco2)C[C@H](n2cnc3c(NCc4ccncc4)ncnc32)O1 | -1% | -7%
CCNC(=O)C1(C)CCN(Cc2csc(-c3ccccc3)n2)C1 (configuration not stated) | -3% | 0%
CC(=O)c1cccc(NC(=O)C2(C)Cc3c(-c4cccc(C(N)=O)c4)ccnc3O2)c1 (configuration not stated) | 0% | 6%
CCOC(CNC(=O)c1[nH]c(C(F)(F)F)nc1-c1ccccc1)OCC | -2% | u
Cc1cccnc1C(NC(=O)C1CCN(Cc2ccccc2)CC1)c1ccc(F)cc1 (configuration not stated) | 2% | -2%
CCc1nc2ccc(C(=O)NCc3ccc4c(c3)OCO4)cn2c1N(CC)CCN(C)C | -1% | -16%
CC1(C(=O)NS(=O)(=O)c2ccccc2)CCN1C(=O)CCc1ccc(Cl)cc1Cl (configuration not stated) | -4% | -7%
CN1CCN(c2ncnc3c2ncn3[C@H]2CN(Cc3ccc(Cl)cc3)C[C@@H](CO)O2)CC1 | -1% | -13%
Oc1cccc(-c2ccc3nccn3c2)c1 | -2% | -31%
COc1ccc(CN(C)C(=O)[C@H]2O[C@@H](n3cnc4c(N)ncnc43)[C@H](O)[C@@H]2O)cc1OC | -1% | u
Cc1noc(C)c1C(=O)N1CCC1(C)C(=O)NS(=O)(=O)c1cccc(F)c1 (configuration not stated) | 5% | -7%
C=Cc1ccc(CC2(C)C(=O)Nc3ccc(Cl)cc32)cc1 (configuration not stated) | -1% | u
